Bioassay records deposited in PubChem by NCI.
NCI-60 one-dose screen, 48 h, at 10 µM unless noted. Numbers give growth in % (100 = growth as untreated, 0 = no growth, -100 = all killed).
NCI-H460 – NCI-H460 lung cancer. AID 1794736. 82,000 compounds, 6.8% hits
NCI/ADR-RES – NCI/ADR-RES ovarian cells. 81,000 compounds, 4.4% hits. AID 1794790
NCI-H522 – NCI-H522 lung cancer. 78,000 compounds, 8% hits. AID 1794739
SK-OV-3 – SK-OV-3 ovarian cancer cells. 80,000 compounds, 3.2% hits. AID 1794785
IGROV1 – IGROV1 ovarian cancer. 79,000 compounds, 4.7% hits. AID 1794786
NCI-H226 – NCI-H226 lung cancer. 79,000 compounds, 3.5% hits. AID 1794732
NCI-H23 – NCI-H23 lung cancer. 80,000 compounds, 4% hits. AID 1794731
COLO 205 – COLO 205 colon cancer. 79,000 compounds, 7.3% hits. AID 1794742
NCI-H322M – NCI-H322M lung cancer. AID 1794733. 80,000 compounds, 2.7% hits
The depositor's hits bear a star; / = no result given; [ ] = remark or other dose. How the source made its calls: active means growth percent below 10; inactive means the rest. Random draw from the library; any-hit rate near 11%.

SMILES | NCI-H460 | NCI/ADR-RES | NCI-H522 | SK-OV-3 | IGROV1 | NCI-H226 | NCI-H23 | COLO 205 | NCI-H322M
CCS(=O)(=O)C(C1CCCCC1)S(=O)(=O)CC | 107 | 98 | 82 | 103 | 108 | 100 | 99 | 109 | 104
CC1(C)CC(=O)C2=C(C1)N(c1ccc(F)cc1F)C(N)=C(C#N)C2c1ccc(Br)cc1F (centres undefined) | 104 | 96 | 90 | 114 | 107 | 103 | 101 | 118 | 100
COc1cc(C2Nc3cc(C)c(C)cc3-n3c(C)cc(=O)n32)cc(OC)c1OC (centres undefined) | 106 | 115 | 99 | 116 | 111 | 98 | 114 | 114 | 102
CCOc1ccc(NC(=O)CSc2nc3ccccc3c(=O)n2CCc2ccccc2)cc1 | 90 | 96 | 89 | 94 | 79 | 97 | 96 | 96 | 77
O=c1oc2ccc(-c3ccc(F)cc3F)cc2c(=O)n1-c1ccc(Br)cc1F | 46 | 75 | 12 | 64 | 58 | 78 | 60 | 121 | 72
C[C@@H](O)[C@@H](C)O | 107 | 100 | 87 | 99 | 100 | 85 | 98 | / | 97
O=C(CSc1nc2c(c(=O)[nH]1)CCCC2)Nc1ccc(C(=O)O)cc1 | 110 | 116 | 91 | 99 | 119 | 98 | 100 | 121 | 115
O=C1c2cccc3cccc(c23)C(=O)N1CCCCN1CCN(CCCCOc2ccc(-c3nc4ccc(N5CCOCC5)cc4[nH]3)cc2)CC1 | 75 | 77 | 70 | 96 | 69 | 91 | 79 | 94 | 95
CC(=O)Nc1scc[n+]1Cc1ccccc1 | 112 | 102 | 103 | 99 | 109 | 106 | 88 | 111 | 131
CC(C)OC(=S)Nc1ccccc1 | 104 | 103 | 99 | 102 | 109 | 96 | 97 | 113 | 97
Cc1ccc(-c2cc[nH]c(=O)c2-c2nc3ccccc3s2)cc1 | 103 | 105 | 94 | 100 | 80 | 75 | 104 | 107 | 105
CC(=O)N1N=C(c2ccc3c(c2)OCO3)CC1c1ccccc1 (centres undefined) | 102 | 100 | / | 99 | 81 | 104 | 91 | 112 | 103
Cc1cc(C)c2c(c1)OCN(Cc1ccccc1Cl)C2 | 100 | / | 105 | 111 | 97 | 103 | 105 | 103 | 108
Oc1c(CN2CCCC2)cc(COCc2ccccc2)c2cccnc12 | 3.0* | -7.5* | -2.0* | -4.9* | 16 | 18 | 31 | 71 | 17
CN(C)Cc1c(-c2cccc(OC(F)(F)F)c2)[nH]c2ccc(N3CCCC3)cc2c1=O | 98 | 75 | 79 | 98 | 75 | 91 | 89 | 107 | 84
CCCC(=O)OC/C=C/c1ccccc1 | 112 | 96 | 101 | 108 | 92 | 80 | 89 | 122 | 105
COc1ccc(C2=NN(C(=O)c3ccc(S(N)(=O)=O)cc3)C(c3ccc(OC)c(OC)c3)C2)c(OC)c1 (centres undefined) | 98 | 107 | 97 | 112 | 105 | 94 | 95 | 119 | 93
COC(=O)c1ccc(Cn2c(=O)sn(CCCl)c2=O)cc1 | 105 | 100 | 96 | 98 | 103 | 105 | 99 | 111 | 95
NC(=O)c1n[nH]n2c1nc(=O)c1c3c(sc12)CCCC3 | 109 | 106 | 102 | 105 | 104 | 91 | 101 | 103 | 101
COc1ccc(-c2nc3ccc(-c4nnc(SCC(=O)Nc5ccc(C(=O)/C=C/c6ccc(Cl)cc6)cc5)o4)cc3[nH]2)cc1OC | 103 | 108 | 98 | 111 | 92 | 99 | / | 116 | 96
O=C(O)C(c1cccs1)C1(O)CCCCC1 (centres undefined) | 107 | 110 | / | 97 | 109 | 96 | 103 | 102 | 95
Cc1cc(OCCCCOc2ccc(C#N)cc2)ccc1[N+](=O)[O-] | 94 | 94 | 88 | 109 | 121 | 113 | 87 | 148 | 138
N=c1c2ccccc2nc2n1CCCCCCC2 | 117 | 101 | 114 | 113 | 104 | 104 | 96 | 119 | 107
CCOC(=O)C1(C)CCCC1=O (centres undefined) | 107 | 104 | 93 | 105 | 100 | 104 | 99 | 110 | 90
COc1ccc2nc(N)sc2c1 | / | 105 | 103 | 106 | 109 | 91 | 94 | 106 | 117
SMILES | NCI-H460 | NCI/ADR-RES | NCI-H522 | SK-OV-3 | IGROV1 | NCI-H226 | NCI-H23 | COLO 205 | NCI-H322M
CC(O)COCC(C)OC1CC(C)CC(C)(C)C1 (centres undefined) | 105 | 102 | 95 | 109 | 116 | 110 | 95 | / | 112
O=C1CC(c2ccco2)Cc2oc3cc(O)c(O)cc3c21 (centres undefined) | 99 | 84 | 50 | 91 | 59 | 110 | 87 | 107 | 93
Nc1n[nH]c(=S)s1 | 105 | 111 | 91 | 116 | 109 | 102 | 105 | 103 | 104
O=C1Nc2ccc(F)cc2/C1=N/N=C/c1ccc(F)cc1 | 107 | 103 | 93 | 102 | 100 | 98 | 100 | 109 | 107
CNc1nc(SC)n(C)c(=O)c1N=O | 104 | 99 | 101 | 105 | 121 | 111 | 106 | 62 | 106
CCN(CC)CCSc1ccnc(N)n1 | 120 | 100 | 84 | 87 | 100 | 96 | 92 | 103 | 92
CCC(CC)CC1CN2CCc3cc(OC)c(OC)cc3C2CC1(O)CC (centres undefined) | 119 | 104 | 85 | 96 | 110 | / | 101 | 97 | 99
FC(F)(F)c1cc(-c2nnc3n2NC(=NC2CC2)CS3)cc(C(F)(F)F)c1 | 103 | 102 | / | 93 | 101 | 101 | 99 | 108 | 105
O=C(Nc1cccc(C2=NCCN2)c1)c1cccc(C(=O)Nc2cccc(C3=NCCN3)c2)c1 | 102 | 99 | 94 | 104 | 99 | 91 | 95 | 100 | 92
COc1ccc2c(c1)O/C(=C/c1ccc(OCC(=O)c3ccc([N+](=O)[O-])cc3)cc1)C2=O | 113 | 96 | 100 | 122 | 61 | 92 | 100 | 121 | 96
COC(=O)[C@H](OC(C)=O)[C@H]1C(C)(C)[C@H](OC(C)=O)C2CC3=C4CC(=O)O[C@@H](c5ccoc5)[C@]4(C)CC[C@@H]3[C@@]1(C)C2=O | 102 | 94 | 75 | 99 | 98 | 97 | 98 | 102 | 92
COc1ccc(C(=O)c2ccccc2C(=O)O)cc1 | 103 | 105 | 88 | 101 | 108 | 101 | 103 | 113 | 102
C/C(=N\O)c1ccc(Cl)cc1 | 112 | 108 | 105 | 108 | 155 | 106 | 110 | 108 | 123
Cc1cc(Nc2nc(C(=O)Nc3ccccc3)nc3ccccc23)n[nH]1 | 38 | 44 | 59 | 39 | 40 | 67 | 77 | 76 | 57
O=C(O)c1cn(C2CC2)c2cc(N3CCN(Cn4nc(-c5ccccc5)oc4=S)CC3)c(F)cc2c1=O | 107 | 108 | 97 | / | 108 | / | 104 | / | 111
[N-]=[N+]=NCCCC[C@H]1N=C(c2ccc(Br)cc2)Nc2nc3ccccn3c2C1=O | 91 | 101 | 85 | / | 22 | 88 | 99 | 107 | 91
CCOc1ccc(N2C(=O)N(c3ccc(C)cc3)C(=N)C2=S)cc1 | 105 | 106 | 74 | 102 | 109 | 101 | 99 | 125 | 98
C[n+]1c2ccccc2cc2ccccc21 | 101 | 105 | 81 | 102 | 90 | 101 | 97 | 101 | 109
CC1(C)COC(Cc2ccccc2)=N1 | 118 | 112 | 91 | 112 | 118 | 100 | 102 | 102 | 119
CCOC(=O)C1=C(C)N=C2Sc3cc(Cl)ccc3N2C1c1cn[nH]c1-c1ccc(F)cc1 (centres undefined) | 100 | 93 | 67 | 70 | 96 | 85 | 96 | 93 | 102
FC(F)(F)c1ccc(/C=N/NC(=S)Nc2ccccc2)cc1 | 101 | 100 | 101 | 121 | 111 | 97 | 94 | 121 | 106
Cc1ccc2c(n1)C(=O)C(Cl)=C(Nc1cc(C(F)(F)F)cc(C(F)(F)F)c1)C2=O | 96 | 100 | 37 | 110 | 28 | 84 | 86 | 92 | 105
CN1C(=O)C(=Cc2cn(Cc3cn(Cc4ccc(Cl)cc4Cl)nn3)c3ccccc23)C(=O)N(C)C1=O | 62 | 89 | 98 | 82 | 107 | / | 78 | 124 | 100
Cc1sc2nc(N3CC(C)OC(C)C3)[nH]c(=O)c2c1C (centres undefined) | 107 | 99 | 89 | 108 | 104 | 103 | 93 | 97 | 99
O=C(OCC1OC(n2cnc3c(=S)nc[nH]c32)C(OC(=O)c2ccccc2)C1OC(=O)c1ccccc1)c1ccccc1 (centres undefined) | 78 | 100 | 54 | 30 | 75 | 62 | 83 | 120 | 88
SMILES | NCI-H460 | NCI/ADR-RES | NCI-H522 | SK-OV-3 | IGROV1 | NCI-H226 | NCI-H23 | COLO 205 | NCI-H322M
CC12CCC(C(NC(N)=S)C1=O)C2(C)C (centres undefined) | 106 | 108 | / | 106 | 108 | 110 | 108 | 106 | 98
OCC1OC(n2cnc3c(NO)ncnc32)C(O)C1O (centres undefined) | 111 | 110 | / | 99 | 107 | 103 | 109 | 110 | 95
CSc1ccc(-c2n[nH]nc2-c2cc3ccccc3s2)cc1 | 21 | 23 | 9.0* | 53 | 46 | 86 | 62 | 78 | 74
O=C1OC(=O)C2(Cl)C3C=CC(C3)C12 (centres undefined) | 102 | 96 | 79 | 91 | 112 | 97 | 99 | 111 | 94
CCC(C)(C)c1ccc(N(CCCc2ccccc2)CCCc2ccccc2)cc1 | 108 | 109 | 75 | 118 | 96 | 95 | 101 | 110 | 99
COc1cc(C#N)cc2[nH]c(=O)oc12 | 110 | 100 | 103 | 113 | 105 | / | 104 | 105 | 106
Cc1ccc(NC(=S)N2CCOCC2)cc1C | 106 | 110 | 84 | 98 | 103 | 92 | 107 | 118 | 86
CCC(C)/C=C(C)/C=C/C(=O)C1C(=O)NC(C(O)c2ccc(O)cc2)C1=O (centres undefined) | 104 | 103 | / | 94 | 95 | 105 | 107 | 111 | 100
Cc1cccc(N2C(=O)/C(=C/C(Cl)=C/c3ccc([N+](=O)[O-])cc3)SC2=S)c1C | 21 | 7.8* | -29* | 73 | -41* | -38* | 10 | -32* | 82
O=C(OCc1ccc2c(Br)cc(Br)c(O)c2n1)N1CCN(C(=O)c2cc3ccccc3[nH]2)CC1 | 12 | 7.1* | 38 | 40 | 32 | 40 | 39 | 51 | 45
OB(O)c1ccccc1C[n+]1ccc(-c2ccc3ccc4c(-c5cc[n+](Cc6ccccc6B(O)O)cc5)ccc5ccc2c3c54)cc1 | 86[6 µM] | 114[6 µM] | 84[6 µM] | 103[6 µM] | 94[6 µM] | 86[6 µM] | 83[6 µM] | 102[6 µM] | /
Cn1ncc2c(N(CCO)CCO)ncnc21 | 107 | 101 | 82 | 94 | 101 | 101 | 99 | 101 | 102
N#C/C(=C\c1cccc2cnccc12)n1nnc2cccc(F)c21 | 36 | 24 | 18 | 90 | 26 | 63 | 28 | 34 | 90
COc1ccc(NC(=O)n2c(=O)cc(C)c3ccc(O)cc32)cc1 | 109 | 103 | 95 | 91 | 104 | 93 | 87 | 117 | 99
CC(=O)c1ccc(NC(=O)CSc2nnc(-c3cc(-c4ccccc4)nc4ccccc34)o2)cc1 | 83 | 85 | 72 | 104 | 87 | 91 | 90 | 110 | 93
CCCCC(CN)(c1cccs1)c1cccs1 | 104 | 103 | 88 | 104 | 98 | 102 | 95 | 114 | 97
CCN(CC)CCCC(C)Nc1nccc2c(Cl)cccc12 (centres undefined) | 111 | 102 | / | 86 | 101 | 90 | 98 | 90 | 103
C=C(C)[C@@H]1CC[C@]2(C(=O)OCCOCCOCC[P+](c3ccccc3)(c3ccccc3)c3ccccc3)CC[C@]3(C)[C@H](CC[C@@H]4[C@@]5(C)CC[C@H](OC(=O)C(Cl)Cl)C(C)(C)[C@@H]5CC[C@]43C)[C@@H]12 | -13* | 50 | -24* | -9.0* | 6.4* | -2.3* | 0.4* | -84* | 21
OCc1cnc2ccccc2c1NC1CCCCC1 | 101 | 98 | 86 | 104 | 107 | 93 | 102 | 107 | 97
Cc1cccc2cc(-c3cc(-c4ccccc4)nc(=S)[nH]3)c(Cl)nc12 | 101 | 57 | 64 | 116 | 93 | 90 | 82 | 123 | 90
Cc1ccc2cc(-c3nc4ccccc4[nH]3)c(Cl)nc2c1Cl | 107 | 96 | 78 | 98 | 76 | 88 | 78 | 100 | /
N#CC1(Nc2ccccc2)CCCC1 | 103 | 111 | 97 | 102 | 113 | 97 | 110 | 105 | 112

Compounds above that have an aryl thioether with sulfur outside any ring (seven):
SMILES | NCI-H460 | NCI/ADR-RES | NCI-H522 | SK-OV-3 | IGROV1 | NCI-H226 | NCI-H23 | COLO 205 | NCI-H322M
CCOc1ccc(NC(=O)CSc2nc3ccccc3c(=O)n2CCc2ccccc2)cc1 | 90 | 96 | 89 | 94 | 79 | 97 | 96 | 96 | 77
O=C(CSc1nc2c(c(=O)[nH]1)CCCC2)Nc1ccc(C(=O)O)cc1 | 110 | 116 | 91 | 99 | 119 | 98 | 100 | 121 | 115
COc1ccc(-c2nc3ccc(-c4nnc(SCC(=O)Nc5ccc(C(=O)/C=C/c6ccc(Cl)cc6)cc5)o4)cc3[nH]2)cc1OC | 103 | 108 | 98 | 111 | 92 | 99 | / | 116 | 96
CNc1nc(SC)n(C)c(=O)c1N=O | 104 | 99 | 101 | 105 | 121 | 111 | 106 | 62 | 106
CCN(CC)CCSc1ccnc(N)n1 | 120 | 100 | 84 | 87 | 100 | 96 | 92 | 103 | 92
CSc1ccc(-c2n[nH]nc2-c2cc3ccccc3s2)cc1 | 21 | 23 | 9.0* | 53 | 46 | 86 | 62 | 78 | 74
CC(=O)c1ccc(NC(=O)CSc2nnc(-c3cc(-c4ccccc4)nc4ccccc34)o2)cc1 | 83 | 85 | 72 | 104 | 87 | 91 | 90 | 110 | 93
